Compound activity deposited in PubChem BioAssay by several laboratories.
OX1R antag-1: human HCRTR1 antagonism | O43613 | AID 434989 | CHO/OX1R cells, Fluo-8 calcium fluorescence, orexin A | hit rate 0.43% among 330,000 | inhibition, % at 5 µM;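 active means inhibition above its plate's threshold, mean inhibition of all tested compounds on the plate plus 3 SD, cut at about 37% in these data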;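 further: 0% = orexin A challenge wells and 100% = SB-334867-A antagonist wells; not every result past the cut was called active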
CHT PAM: allosteric activators of human choline transporter CHT; Q9GZV3; CHT-expressing cells, membrane potential dye, choline EC20; stronger effect = higher value; LV-AA mutant CHT in HEK293 cells; B-score at 10 µM; hit rate 0.49% among 310,000; AID 488977;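 active means initial fluorescence not abnormally high and integrated response B-score, plate-corrected, over 3 SD above library mean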
Target sequence (Q9GZV3 whole entry, looked up): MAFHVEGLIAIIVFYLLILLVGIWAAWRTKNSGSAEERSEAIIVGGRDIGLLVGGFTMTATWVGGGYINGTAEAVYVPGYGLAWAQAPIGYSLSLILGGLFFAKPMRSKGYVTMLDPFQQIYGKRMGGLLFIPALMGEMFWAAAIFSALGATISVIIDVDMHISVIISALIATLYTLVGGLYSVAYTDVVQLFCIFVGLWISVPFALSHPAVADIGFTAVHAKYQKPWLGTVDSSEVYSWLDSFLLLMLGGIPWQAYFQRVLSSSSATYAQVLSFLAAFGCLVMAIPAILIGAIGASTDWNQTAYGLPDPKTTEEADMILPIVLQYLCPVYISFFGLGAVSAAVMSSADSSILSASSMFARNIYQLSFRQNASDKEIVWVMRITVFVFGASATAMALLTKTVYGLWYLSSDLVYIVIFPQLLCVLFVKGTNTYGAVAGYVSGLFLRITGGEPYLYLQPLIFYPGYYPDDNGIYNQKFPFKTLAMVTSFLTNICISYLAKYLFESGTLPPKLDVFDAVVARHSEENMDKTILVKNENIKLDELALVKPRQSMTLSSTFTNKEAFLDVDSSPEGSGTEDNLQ
OX1R antag-2: OX1R (human) antagonism | OX1R-expressing cells, FRET antagonist read-out | hit rate 1.8% among 330,000 | inhibition, % at 6.6 µM | O43613 | AID 485270; in the data active means inhibition mostly above about 38%, no sharp cut-off; inactive means mostly below about 40%;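 further: 0% = agonist challenge alone and 100% = reference antagonist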
* = called active by the depositor; i = inactive; nt = no result given.

The first 7 entries, to show the layout:
SMILES	OX1R antag-1	CHT PAM	OX1R antag-2
COc1ccc(OC)c(C(=O)NC(CC(N)=O)c2ccc(NCCOc3ccccc3)c([N+](=O)[O-])c2)c1 (stereo unspecified)	-18.4	i	17.2
CS(=O)(=O)c1nc(S(=O)(=O)c2ccc(Cl)cc2)c(N2CCCCC2)s1	-17.7	i	-2.1
COc1ccc(COC(=O)c2ccc3c(=O)n4c(nc3c2)CCC4)cc1F	-10.7	i	17.1
CC1CCCCC12NC(=O)N(CC(=O)Nc1ccc(S(=O)(=O)Nc3ncccn3)cc1)C2=O (stereo unspecified)	-10.6	nt	6.8
CN(CC(=O)Nc1ccc(Cl)c(Cl)c1)C(=O)CNC(=O)C1CCCCC1	-22.7	nt	4.3
Cc1ccc(S(=O)(=O)N2CCC(C(=O)NCC3CCCCC3)CC2)cc1	-15.4	i	14.1
CNc1sc(C(=O)c2cccs2)c(N)c1-c1nc2ccccc2s1	-13.8	i	59.5

The whole of this part, repeating the preview:
SMILES	OX1R antag-1	CHT PAM	OX1R antag-2
COc1ccc(OC)c(C(=O)NC(CC(N)=O)c2ccc(NCCOc3ccccc3)c([N+](=O)[O-])c2)c1 (stereo unspecified)	-18.4	i	17.2
CS(=O)(=O)c1nc(S(=O)(=O)c2ccc(Cl)cc2)c(N2CCCCC2)s1	-17.7	i	-2.1
COc1ccc(COC(=O)c2ccc3c(=O)n4c(nc3c2)CCC4)cc1F	-10.7	i	17.1
CC1CCCCC12NC(=O)N(CC(=O)Nc1ccc(S(=O)(=O)Nc3ncccn3)cc1)C2=O (stereo unspecified)	-10.6	nt	6.8
CN(CC(=O)Nc1ccc(Cl)c(Cl)c1)C(=O)CNC(=O)C1CCCCC1	-22.7	nt	4.3
Cc1ccc(S(=O)(=O)N2CCC(C(=O)NCC3CCCCC3)CC2)cc1	-15.4	i	14.1
CNc1sc(C(=O)c2cccs2)c(N)c1-c1nc2ccccc2s1	-13.8	i	59.5
O=C(CNC(=O)c1n[nH]c2ccccc12)Nc1ccc(F)c(F)c1F	-14.9	nt	-0.7
CNS(=O)(=O)c1ccc(C(=O)NCC(=O)NC(C)c2cccs2)cc1 (stereo unspecified)	18.9	nt	-1.2
CN(C)c1cccc(-c2csc(N3CCC(C(N)=O)CC3)n2)c1	-10.2	nt	3.5

An excerpt from above in order of the OX1R antag-1 value, ascending.
SMILES,OX1R antag-1,OX1R antag-2
CN(CC(=O)Nc1ccc(Cl)c(Cl)c1)C(=O)CNC(=O)C1CCCCC1,-22.7,4.3
COc1ccc(OC)c(C(=O)NC(CC(N)=O)c2ccc(NCCOc3ccccc3)c([N+](=O)[O-])c2)c1 (stereo unspecified),-18.4,17.2
CNc1sc(C(=O)c2cccs2)c(N)c1-c1nc2ccccc2s1,-13.8,59.5
CN(C)c1cccc(-c2csc(N3CCC(C(N)=O)CC3)n2)c1,-10.2,3.5
CNS(=O)(=O)c1ccc(C(=O)NCC(=O)NC(C)c2cccs2)cc1 (stereo unspecified),18.9,-1.2

Remaining list, next part
SMILES	OX1R antag-1	CHT PAM	OX1R antag-2
CN(CC(=O)Nc1ccc(OC(F)(F)F)cc1)C(=O)c1ccc(N2CCCC2=O)cc1	-12.9	nt	13.6
CC(C)C(=O)NNC(=O)CSc1ncnc2c1cnn2-c1ccccc1Cl	-26.1	i	6.3
O=C(COc1cccnc1[N+](=O)[O-])Nc1cccc(S(=O)(=O)N2CCOCC2)c1	-8.8	i	33.2
CC1CCC2(CC1)NC(=O)N(CC(=O)N1CC(C)CC(C)C1)C2=O (stereo unspecified)	-5.3	nt	1.3
Cc1ccc(C2NC(=O)Cc3ccccc32)cc1 (stereo unspecified)	1.4	i	14.5
Fc1ccccc1-c1nnc2c3ccccc3nc(N3CCOCC3)n12	-27.1	i	7.3
CCCN1C2=C(C(=O)CC(C)(C)C2)C(c2ccc(F)cc2)C2=C1c1ccccc1C2=O (stereo unspecified)	-26.2	i	11.7
CC1CCCCN1C(=O)CSc1nnc(-c2ccccc2F)o1 (stereo unspecified)	-11.8	i	16.3
O=C(Nc1ccc(Br)cc1)Nc1ccccc1Cl	1.0	i	22.4
O=C(COc1ccc(Cl)cc1)Nc1cccc(-c2ccc(N3CCOCC3)nn2)c1	-25.4	i	5.8
Nc1nc(/C=C/c2ccc(F)cc2)nc(-c2ccccc2O)n1	-19.4	i	32.4
Cc1ccc(S(=O)(=O)Cc2ccc(C(=O)NCCCN3CCCC3=O)o2)cc1	4.3	i	3.0
CCN(CC)S(=O)(=O)c1ccc(N2CCOCC2)c(NC(=O)c2ccc(=O)[nH]c2)c1	1.2	nt	-2.3
COc1ccccc1NC(=O)COc1ccc(CO)cc1Cl	-7.3	i	31.7
Cc1ccnc(NC(=O)CCCOc2ccc(Cl)cc2C)c1	-41.5	i	6.9
CN(C(=O)NC(=O)C1=C(N2CCOCC2)/C(=C/c2ccccc2)CC1)S(C)(=O)=O	8.3	i	-2.0
COC(=O)c1cc2nc(-c3ccc(OC)cc3)cc(C(F)(F)F)n2n1	3.1	i	6.5
CCCCOc1ccc(/C(O)=C(\C#N)c2nc3ccccc3[nH]2)cc1	-6.9	i	-8.0
CC(C)NCC(O)COCCOc1ccc(C(C)(C)C)cc1 (stereo unspecified)	-13.6	i	3.6
O=C(C1CCCCC1)N1CCC(c2nc3ccccc3[nH]2)CC1	-3.7	i	13.7
CCc1nnc(NC(=O)[C@@H](NC(=O)c2cccc(C)c2)C(C)C)s1	-35.9	i	10.3
Cc1ccc(S(=O)(=O)Nc2ccc3c(c2)nc(CN2CCCC2)n3C)cc1	-6.2	i	9.4
O=C1C(=O)N(CCN2CCOCC2)C(c2cccc(Cl)c2)/C1=C(/O)c1ccc2c(c1)OCO2 (stereo unspecified)	-26.4	i	13.6
CC(C)c1ccc(NS(=O)(=O)c2cn(C)c(=O)n(C)c2=O)cc1	-6.0	i	9.2
COc1ccc(-c2cnc(OC(C)(C)C)nc2OC(C)(C)C)cc1OC	-27.8	i	21.1
Cc1nn(C)cc1CNC(=O)C1C2CCC(O2)C1C(=O)O (stereo unspecified)	-3.0	i	8.9
O=C(NCc1ccccc1)N1CCn2c(nc3ccccc32)C1	-23.5	i	15.4
O=C1C=CC(=O)N1c1ccc(Sc2ccc([N+](=O)[O-])cc2)cc1	-10.1	i	4.7
CCCC(=O)Nc1cc(=O)n(C)c(=O)n1C	-5.8	i	8.3
C[n+]1c(/C=C/c2ccc(O)cc2)ccc2ccccc21	-8.6	i	73.2*
O=C(NCCO)C(F)(F)C(F)(F)C(F)(F)OC(F)(C(=O)NCCO)C(F)(F)F (stereo unspecified)	-4.7	i	19.6
Fc1ccccc1Cc1noc(CN(Cc2ccccn2)CC2CCCO2)n1 (stereo unspecified)	-19.7	i	26.5
C=CCn1cccc(C(=O)Nc2ccc(F)cc2)c1=O	-17.7	i	2.3
O=C(Nc1cccc(S(=O)(=O)N2CCOCC2)c1)c1cnccn1	-13.8	i	5.1
O=C(CCc1ccccn1)N1CCCC(Nc2ccc(F)cc2)C1 (stereo unspecified)	-20.8	i	12.2
COc1ccc(-c2nnn(CC(=O)N3CCN(c4ccccc4OC)CC3)n2)cc1OC	-30.7	i	19.1
C=CCc1cc(/C=C2/NC(=O)N(CC)C2=O)cc(OCC)c1OCc1ccc(C(=O)O)cc1	-4.9	i	24.0
C/C(=N\OCC(=O)OCC(=O)NC(=O)c1ccc(OC(F)F)cc1)c1ccc2c(c1)OCO2	-18.6	i	16.2
COc1cccc(N=c2oc3ccccc3cc2-c2nc3ccccc3[nH]2)c1	-23.9	i	31.6
COc1cc(OC)c(NC(=O)CCNS(=O)(=O)c2ccc3c(c2)CC(C)N3C(C)=O)cc1Cl (stereo unspecified)	-23.3	i	16.8
COc1ccc(N2CCN(C(=O)CCc3ccccc3)CC2)cc1	-17.8	i	-4.5
CCOC(=O)N1CCN(C(=O)c2ccc3nc(C)sc3c2)CC1	-2.9	i	26.9
CC(C)CN(CC(C)C)S(=O)(=O)c1cc([N+](=O)[O-])ccc1N1CCCCCC1	-15.2	i	16.8
CC1CCCCC1NS(=O)(=O)CCNC(=O)c1ccc2c(c1)OCO2 (stereo unspecified)	-11.6	i	11.5
COc1ccc(C2C(C(=O)N3CCOCC3)CCC(=O)N2c2ccc(OC)cc2)cc1 (stereo unspecified)	-14.0	i	12.3
CCCNC(=O)Cn1cnc2sc(C(=O)Nc3cc(OC)c(OC)c(OC)c3)c(C)c2c1=O	-5.8	i	2.4
CCOc1ccccc1NC(=O)c1ccc(CN2CCc3ccccc3C2)cc1	-39.9	i	-2.4
O=C(CN1c2cccc3cccc(c23)S1(=O)=O)N1CCOCC1	-15.9	i	19.6
CCN(CC)S(=O)(=O)c1cc(NC(=O)COC(=O)CCC(=O)c2ccc(F)cc2)ccc1C	-10.2	i	-0.1
O=C(c1cccs1)N1CCn2c1nc1ccccc12	-11.3	i	24.4
Additional compounds.
SMILES	OX1R antag-1	CHT PAM	OX1R antag-2
Cc1ccc(-n2c(C)nc3oc4ccccc4c(=O)c3c2=O)cc1	-10.6	i	19.2
O=C(COC(=O)c1ccc(S(=O)(=O)NCc2ccco2)cc1)Nc1ncc(Cl)cc1Cl	1.4	i	24.4
CN(C)c1nnnn1-c1ccc(Oc2ccccc2)cc1	-4.9	i	10.3
Nc1c(C=C2C=CC(=O)C=C2)c(=O)nc2snc(SCc3ccccc3)n12	1.8	i	3.5
COC(=O)c1ccccc1NC(=S)N(Cc1ccc2c(c1)OCO2)Cc1cc2cc(C)ccc2[nH]c1=O	-29.8	i	18.0
COc1ccc(CN2C(=O)[C@@H]3C(c4ccc(F)cc4)=NO[C@@H]3C2=O)cc1	-15.2	i	14.0
COC(=O)C(C)Oc1ccc2c(c1)O/C(=C\c1ccco1)C2=O (stereo unspecified)	-10.9	i	0.9
COc1ccccc1N1CCN(C(=O)c2cc3c(=O)n4ccccc4nc3s2)CC1	-15.3	nt	11.6
COc1cc(OC)c(-c2nc3cnccc3n2C)cc1OC	-0.2	6.59*	4.7
COc1ccccc1N1CCN(S(=O)(=O)c2c(C)[nH]c(=O)[nH]c2=O)CC1	-18.9	i	-0.6
COc1ccc(-c2csc(Nc3ccc(S(N)(=O)=O)cc3)n2)cc1OC	-8.6	i	11.9
Cc1cc(-c2nn3c(-c4ccccc4)nnc3s2)c2ccccc2n1	-20.0	i	19.7
CN1CCN(C(=O)C2CC(c3ccc(F)cc3)=NO2)CC1 (stereo unspecified)	-1.0	i	11.7
COc1ccc(-n2cc(-c3ccccc3)c3c(=S)nc[nH]c32)cc1	7.1	i	6.1
NC(N)=NC(=O)c1nc(Cl)c(N2CCCCCC2)nc1N	-30.1	i	28.6
CCCC(=O)Nc1ccc(C(=O)Nc2nc(CC(=O)OCC)cs2)cc1	-12.6	i	16.8
O=C(Nc1nnc(-c2ccncc2)o1)c1ccc2ccccc2c1	5.2	i	34.1
CC(C)CCNC(=O)C(NS(=O)(=O)c1ccc2c(c1)c(=O)n(C)c(=O)n2C)c1ccccc1 (stereo unspecified)	-1.8	i	16.5
Cc1[nH]c(=O)[nH]c(=O)c1S(=O)(=O)N1CCN(c2cccc(Cl)c2)CC1	-0.6	i	6.9
CCC(Sc1nc2ccc(N)cc2s1)C(=O)Nc1nccs1 (stereo unspecified)	-16.8	i	18.6
N#Cc1c(C(F)(F)F)cc(-c2cccc(Cl)c2)[nH]c1=O	-12.2	i	33.2
CC(=O)c1ccccc1OCCCN1CCCCC1	-22.1	i	14.4
NS(=O)(=O)c1ccc(-n2nncc2-c2ccco2)cc1	0.9	i	28.5
COc1ccc(OC)c(NC(=O)CSc2nnc3ccc(-c4ccccn4)nn23)c1	-9.4	i	17.9
C/C(=N/NC(=O)Cc1cccc2ccccc12)c1cccs1	-18.1	i	36.4
CCOc1ccc(C)cc1S(=O)(=O)Nc1ccc(Cl)cn1	10.6	i	6.2
OC(COc1ccc(Br)cc1)Cn1ccnc1 (stereo unspecified)	-25.5	i	5.0
CC(C)OC(=O)NCCOC(=O)Nc1ccc(Cl)c(Cl)c1	40.5	i	38.1
